# Screening results as filed in PubChem BioAssay.
# USP2a block – USP2a (human) protease inhibition | hit rate 0.01% among 330,000 | AID 463254 | USP2 core, Ub-CHOP2 coupled fluorogenic reporter, 485/531 | O75604 | Potency, µM (series often up to 38.3 µM), for the others: at the top dose activity change, negative = inhibition, actives largely listed as inhibitors;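 also: potency is read from the fitted curve at half-maximal effect; plate controls were DMSO wells for no effect and full inhibition by NEM control for full effect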
#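 USP2 core (10nM final) preincubated 30min RT with compound in 20mM Tris-HCl pH 8.0, 2mM CaCl2, 2mM beta-mercaptoethanol, 0.05% CHAPS; 25nM Ub-CHOP2 plus 25nM reporter substrate added, fluorescence (Ex485/Em531) read after 60min.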
# Mito fusion act – mitochondrial division inhibition or fusion activation; S. cerevisiae fusion-defective mutant growth rescue, CellTiterGlo 48 h; hit rate 0.23% among 320,000; Potency, µM (highest dose often 46.1 µM), without a hit: at the highest dose growth rescue (activation), hits mostly activators; AID 485298;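 also: potency is read from the fitted curve at half-maximal effect; % of control where 0% means no effect; nearly all actives have a fitted effect of over 45% in size; temperature-sensitive fusion mutants such as fzo1-1 at 37 °C on non-fermentable ethanol glycerol medium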
#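 Temperature-sensitive fusion-defective S. cerevisiae (e.g. fzo1-1, mgm1-5) were grown with compound in YPEG medium (3% ethanol, 3% glycerol) for 48 hours at 37C. Growth rescue was measured as viability by CellTiterGlo luminescence after 10 minutes at ambient.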
# ELG1 repair inh – ELG1-dependent DNA repair inhibition; hit rate 2.3% among 330,000; HEK293T ELG1-luciferase reporter, luminescence, 16 h; DNA damage induced by 5-fluorouridine; Potency, µM (titrated, usually from 46.1 µM), for the others: at the highest dose activity change, negative = inhibition, hits mostly inhibitors; also: potency is read from the fitted curve at half-maximal effect; % is scaled to controls: 0 for no effect and ±100 for the full control effect; nearly all actives have a fitted effect of over 55% in size
#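 Luminescence from the luciferase reporter, measured 30 min after ONE-Glo reagent at room temperature, was the read-out. Beforehand, 2,000 cells per well were exposed for 16 hr at 37 °C to 5-fluorouridine together with compound or vehicle.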
# TRPV1 agonist – agonists of human vanilloid receptor 1 (TRPV1); AID 540275; Q8NER1; hit rate 0.19% among 320,000; TRPV1-expressing cells, Fluo-8 calcium influx, agonist mode; activation, % at 8.33 µM; in the data active = activation above about 80%; inconclusive = between about 30% and that limit; also: 0% is about no effect
# Target sequence (Q8NER1 whole entry, looked up): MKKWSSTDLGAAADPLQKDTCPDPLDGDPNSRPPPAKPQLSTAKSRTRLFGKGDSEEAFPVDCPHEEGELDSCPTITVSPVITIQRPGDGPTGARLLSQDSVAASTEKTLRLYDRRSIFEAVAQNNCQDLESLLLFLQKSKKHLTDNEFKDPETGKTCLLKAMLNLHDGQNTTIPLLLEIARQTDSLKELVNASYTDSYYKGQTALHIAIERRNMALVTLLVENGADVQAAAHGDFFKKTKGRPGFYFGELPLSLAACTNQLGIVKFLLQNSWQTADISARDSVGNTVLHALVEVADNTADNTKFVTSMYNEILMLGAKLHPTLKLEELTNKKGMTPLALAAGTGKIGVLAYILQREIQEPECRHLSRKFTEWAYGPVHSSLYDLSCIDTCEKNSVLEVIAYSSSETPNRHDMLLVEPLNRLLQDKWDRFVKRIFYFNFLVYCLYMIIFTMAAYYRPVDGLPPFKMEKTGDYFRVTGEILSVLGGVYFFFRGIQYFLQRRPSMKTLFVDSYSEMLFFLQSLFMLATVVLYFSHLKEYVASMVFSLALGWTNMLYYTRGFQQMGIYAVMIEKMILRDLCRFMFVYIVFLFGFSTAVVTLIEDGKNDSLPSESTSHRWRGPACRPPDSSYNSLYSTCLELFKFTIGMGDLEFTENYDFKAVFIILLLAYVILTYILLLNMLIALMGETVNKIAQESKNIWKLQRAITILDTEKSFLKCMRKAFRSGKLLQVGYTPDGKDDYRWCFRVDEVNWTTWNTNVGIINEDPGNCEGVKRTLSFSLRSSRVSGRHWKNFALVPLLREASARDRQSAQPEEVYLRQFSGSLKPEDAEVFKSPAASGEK
#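 TRPV1-expressing cells were cultured overnight at 35.5C and loaded with Fluo-8 calcium dye for 40 to 90 min at room temperature. After a 10 s baseline, compound was added and calcium influx was read kinetically for 3 min (ex 480/em 520 nm).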
# KCNH2 3.1 inh – KCNH2 3.1 (human) potassium channel inhibition. U2OS KCNH2 3.1, thallium flux FluxOr; hits give low values. activity change, % (tested at about 1.8 µM). hit rate 0.95% among 340,000. AID 720553;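 active = maximum activity change below -70%; inconclusive = maximum activity change from -70% to -50%; inactive = maximum activity change above -50%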;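 also: thallium influx rate constant from kinetic fluorescence after stimulation buffer; % is scaled to controls: 0 for no effect and ±100 for the full control effect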
#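 Kinetic fluorescence (2 min after stimulation buffer) measures Tl+ influx through KCNH2 3.1 expressed by viral transduction in U2OS cells; the rate constant is normalized against DMSO controls serving as positive and negative references.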
# KCNH2 WT inh – inhibitors of human wildtype KCNH2 potassium channel; Q12809; U2OS, BacMam KCNH2, thallium flux FluxOr; hits give low values; activity change, % at 1.84 µM; hit rate 0.37% among 340,000; AID 720551;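 active = maximum activity change below -70%; inconclusive = maximum activity change between -70% and -50%; inactive = maximum activity change above -50%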; also: % is scaled to controls: 0 for no effect and ±100 for the full control effect
#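 U2OS cells transduced with wild-type KCNH2 virus are loaded with FluxOr dye for 45 min, and thallium flux is measured in kinetic reads before and after stimulation buffer. Rate constants are normalized to DMSO controls.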
# TCR activator – activators of T cell receptors | 330,000 tested, under 10 active | AID 504894 | primary human leukocytes, anti-CD3, IL-2 HTRF, 48 h | Potency, µM (doses to about 9.22 µM), without a hit: at the highest dose activation of IL-2 secretion, actives largely listed as activators; also: % of control where 0% means no effect
#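 Compounds are tested in HTS on primary human leukocytes co-incubated with a-CD3 beads for 48 hr. IL-2 output is measured by time-resolved FRET.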
# Eya2 inh – inhibitors of human Eya2 phosphatase activity; recombinant Eya2, OMFP fluorescence dephosphorylation (OMFP is methylfluorescein phosphate); O00167; hit rate 0.006% among 330,000; Potency, µM (highest dose often 76.9 µM), inactives show at the highest dose activity, negative = inhibition, actives largely listed as inhibitors; also: potency is read from the fitted curve at half-maximal effect; % is scaled to controls: 0 for no effect and ±100 for the full control effect
#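 Eya2 protein (added as 0.2 uM solution) was preincubated with compound for 10 min at ambient temperature in 50 mM HEPES pH 7.5, 50 mM NaCl, 5 uM MgCl2, 0.05% BSA, 1 mM DTT. OMFP (added at 50 uM) then reacted 10 min; fluorescence read at 485/525 nm.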
# A-T KAP1 phos – candidate therapy for ataxia-telangiectasia; […] A-T fibroblasts, KAP-1 phosphorylation AlphaLISA; neocarzinostatin DNA damage 30 min before lysis; Potency, µM (highest dose often 57.5 µM), without a hit: top-dose activation, most hits filed as activators; hit rate 0.19% among 320,000; AID 485349; also: potency is read from the fitted curve at half-maximal effect; % of control where 0% means no effect; nearly all actives have a fitted effect of over 45% in size
#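 hTERT-immortalized A-T patient fibroblasts ([…]), 500 cells/well in OPTI-MEM, 1% FBS, got compounds for 60 min, then NCS for 30 min at 37C. Lysates were then assayed for phospho-KAP-1 by AlphaLISA (anti-pKAP1 donor, anti-KAP1 acceptor beads), 6 hr at 25C.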
# TSHR antag – human thyrotropin receptor antagonism; P16473; TSHR-expressing cells, TSH-stimulated cAMP HTRF, 2 h; hits give low values; activity change, negative = inhibition, % at 11.5 µM; hit rate 0.2% among 330,000; AID 504810;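 active = activity change below a set negative limit, meaning inhibition stronger than a set level, cut at about -70% in these data; inconclusive = activity change between two set negative limits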; also: % is scaled to controls: 0 for no effect and ±100 for the full control effect
#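 Read-out is FRET at 665 nm (cryptate excitation 337 nm) from a cryptate-tagged anti-cAMP antibody, competed by cell cAMP against cAMP-d2. Compounds are tested on freshly harvested TSHR cells challenged with 4nM TSH (EC80) for 2 hours at 37 deg C.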
# An asterisk follows results filed as active; ? = inconclusive; nt = no result given; [ ] = another dose, or the depositor's remark. Unless noted, calls follow the shape of the dose curve; as a rule, active = well fitted curve in the direction sought with a large enough effect; inconclusive = small, poorly fitted or top-dose-only effect, or another doubt; inactive = no such curve, though single readings can be large; an effect the other way counts as inactive or inconclusive. A portion of the library. The share of hits here may be higher or lower than overall.
structure	TCR activator	TSHR antag	Eya2 inh	KCNH2 3.1 inh	A-T KAP1 phos	TRPV1 agonist	Mito fusion act	ELG1 repair inh	USP2a block	KCNH2 WT inh
CCOc1ccccc1N1CCN(C(=O)Nc2ccc(Cl)c(Cl)c2)CC1	nt	6	16%	nt	-6%	?	-9%	?	2%	nt
O=C(O)CCCCCNC(=O)c1ccccc1Br	-7%	-11	-2%	12	-3%	-3	-1%	8%	1%	-9
CN1C(C(=O)NCc2ccco2)CC2Cn3c(nc4ccccc43)C21 (stereo not drawn)	-1%	6	-8%	8	15%	2	-15%	13%	3%	10
Cc1cc(NC(=O)CSc2nc3cc(Cl)ccc3o2)no1	1%	-3	-5%	1	0%	-1	-15%	5%	1%	5
CCOCCn1c(=O)c2c(nc3n2CC(C)CN3CCc2ccccc2)n(C)c1=O (stereo not drawn)	14%	10	-7%	-7	0%	22	16%	?	1%	-12
Cc1ccc(N=CC2=C(O)CC(c3ccccc3Cl)CC2=O)cc1 (stereo not drawn)	-4%	-6	11%	-7	7%	6	-2%	-8%	4%	8
Cc1ccccc1NC(=O)CSc1nnc2ccc(-c3ccncc3)nn12	-1%	-7	1%	13	1%	1	0%	-15%	2%	-5
COc1ccc(S(=O)(=O)Nc2ccc(C(N)=O)cc2)cc1C(=O)N1CCCCCC1	2%	-3	-5%	-3	-3%	1	5%	24%	0%	-8
O=C(COc1ccc(F)cc1)Nc1c(C(=O)N2CCC(N3CCCCC3)CC2)oc2ccccc12	-3%	31	-3%	?	-9%	1	-2%	-13%	3%	15
CC1CCC2(CC1)OCC1(CCC3(COC4(CCC(C)CC4)OC3)C1=O)CO2 (stereo not drawn)	-4%	-2	6%	7	0%	-4	9%	14%	2%	7
CC(C)C(=O)Nc1c(O)c2ccccc2[nH]c1=O	-2%	-11	-7%	-10	-9%	2	-13%	-5%	0%	19
O=C(Nc1ccc2c(c1)OCCO2)c1cnccn1	-20%	2	2%	5	2%	1	-2%	?	2%	3
Cn1cnnc1Sc1ccc(/C=C(\CCC(=O)O)c2nc3ccccc3s2)cc1[N+](=O)[O-]	nt	2	-13%	5	-1%	3	5%	10%	-1%	-16
O=C(NC1CCCc2ccccc21)C1CCN(C(=O)c2sccc2-n2cccc2)CC1 (stereo not drawn)	14%	0	10%	14	-6%	2	2%	?	1%	3
O=C(Cn1c(NCCCO)nc2ccccc21)c1ccc([N+](=O)[O-])cc1	-4%	0	0%	-73*	7%	0	2%	-13%	0%	-14
Cc1cc(C(=O)NNS(=O)(=O)c2cc(C(=O)O)ccc2Cl)c(C)n1-c1ccccc1	2%	-5	?	-11	-4%	-1	-1%	?	1%	21
Cc1nn(-c2ccccc2)c(C)c1/C=N/NC(=O)c1cc(O)cc(O)c1	-1%	-12	7%	12	-10%	-3	-4%	-29%	1%	-13
CCN(CC)c1cc(C)c2cc(NC(=O)c3ccccc3OC)ccc2n1	-3%	-8	-21%	-8	5%	26	-6%	?	-3%	4
CC(=O)Nc1ccc(S(=O)(=O)N2CCc3ccccc3C2)cc1	nt	9	6%	16	-3%	-4	1%	-5%	1%	-4
O=C(COC(=O)CNC(=O)C1CCCCC1)NCc1ccccc1	1%	24	14%	-3	14%	1	-3%	7%	2%	0
COc1cccc(CNC(=O)C2CCC(CNS(=O)(=O)c3cccc4nsnc34)CC2)c1 (stereo not drawn)	3%	9	7%	5	9%	-3	2%	?	3%	-6
CCOC(=O)N1CCC(NC(=O)c2cc(C(=O)Nc3ccc(S(=O)(=O)N4CCOCC4)cc3)ccc2CO)CC1	3%	-2	-5%	-5	3%	-2	0%	?	1%	0
CCc1ccc2ncc(C(=O)c3ccccc3)c(N3CCOCC3)c2c1	12%	-5	-10%	-5	6%	29	-1%	-15%	-1%	5
CC(C)(C)c1ccc(-c2cc(C(=O)NNC(=O)Nc3ccccc3)c3ccccc3n2)cc1	-3%	-7	4%	-21	-9%	?	6%	?	-7%	-6
COc1cc(/C=C/C(=O)OCC(=O)NC(=O)NC2CCCCC2C)ccc1OC(F)F (stereo not drawn)	7%	6	19%	-18	-12%	2	-7%	8%	1%	3
COC(CNC(=O)C1CCC(CNS(=O)(=O)c2c(C)cc(C)cc2C)CC1)OC (stereo not drawn)	6%	-5	-10%	19	-5%	1	3%	14%	1%	-6
CCCOC(=O)C1=C(C)NC2=C(C(=O)C(C(=O)OC)C(C)C2)C1c1ccc(N(CC)CC)cc1 (stereo not drawn)	-8%	0	-17%	-2	-2%	2	-5%	-17%	-1%	-7
COc1cccc(C(=O)c2cc3cc(Cl)ccc3[nH]2)c1	nt	10	-8%	-7	-1%	16	1%	?	1%	10
O=C1NC(Cc2ccccc2)c2nc3ccc(Cl)cc3c(=O)n2-c2cc(Cl)ccc21 (stereo not drawn)	nt	2	9%	nt	7%	5	11%	22%	-1%	nt
CC(=O)C12OC1CC1C3CCC4=CC(=O)CCC4(C)C3CCC12C (stereo not drawn)	3%	-10	-3%	-3	2%	?	1%	5%	0%	-8
COc1ccc(NC(=O)C2CC2)cc1-n1cnnn1	-6%	-4	27%	10	9%	-1	1%	2%	2%	10
O=C(O)c1ccc(NS(=O)(=O)c2cc(Cl)ccc2Cl)cc1	-38%	2	23%	nt	16%	-3	4%	-1%	2%	14
CCN(CC(=O)Nc1ccccc1OC)C(=O)c1cc(-c2ccccc2)nn1-c1ccccc1	1%	-4	0%	-2	3%	26	3%	?	2%	-41
Cc1ccc(N=C2c3ccccc3C(=O)C2[N+](=O)[O-])cc1C (stereo not drawn)	2%	5	-7%	-30	5%	1	0%	6%	1%	-1
Cc1onc(C(=O)NC(C)c2ccccc2)c1[N+](=O)[O-] (stereo not drawn)	-6%	27	0%	nt	-2%	0	-5%	19%	1%	11
O=S(=O)(NCCC1CC1(Cl)Cl)c1ccccc1 (stereo not drawn)	-2%	3	-4%	10	9%	4	0%	-8%	2%	-21
CC(C)(C)n1nc(-c2ccc(F)cc2)c2c(N)ncnc21	-4%	9	16%	1	-5%	?	-25%	21%	-1%	4
CCn1c(SCC(=O)Nc2nc(C)cs2)nnc1-c1ccoc1C	nt	-2	-6%	-5	-6%	-3	-5%	?	2%	2
Cc1ccc(OCC(=O)NS(=O)(=O)c2ccccc2)cc1	-9%	10	8%	6	1%	2	-2%	13%	2%	-14
C(=N\n1cnnc1)/c1cccc2ccccc12	-7%	10	3%	-6	1%	0	-2%	2%	-7%	13
O=C(NCCN1CCCC1)C1COc2ccccc2O1 (stereo not drawn)	2%	8	15%	8	3%	1	4%	3%	0%	-27
COc1ccc(C(=O)N[C@H](C(=O)Nc2sccc2C(N)=O)C(C)C)cc1	3%	12	1%	7	8%	20	-3%	9%	0%	10
C(=N/N1CCN(c2ccccc2)CC1)/c1cccs1	4%	-4	-24%	12	-22%	3	-1%	?	1%	5
O=[N+]([O-])c1cc(C(F)(F)F)cc([N+](=O)[O-])c1NCCNC(=S)Nc1ccc(Cl)c(Cl)c1	-10%	-9	5%	-9	-10%	0	16%	?	-4%	20
COc1ccc(S(=O)(=O)N2CCN(CCC(=O)Nc3ccccc3F)CC2)cc1	0%	-7	4%	-2	3%	7	5%	-12%	0%	9
Cc1cc(NC(=O)CSc2nc3cc(C)c(C)cc3cc2C)no1	-3%	0	-4%	-14	5%	3	-2%	3%	-2%	7
CN(C)S(=O)(=O)c1ccc(NC(=O)c2cc(-c3cccs3)nc3ccccc23)cc1	3%[46.1 µM]	5	11%	nt	1%	8	-3%	3.7µM*	3%	-10
CCOC(=O)c1c2ccccc2[n+]([O-])n1CCO	-5%	15	-2%	18	15%	3	-7%	1%	1%	6
C/C(=N/Nc1nc(-c2ccc(Cl)cc2)cs1)c1cccs1	-3%	5	-15%	-36	-3%	-4	-5%	?	-1%	6
CCCCOc1ccc(CSCCN)cc1Cl	-4%	0	0%	-20	-15%	1	-23%	?	-1%	-3
O=C(CCC(=O)c1ccc(Oc2ccccc2)cc1)Nc1cccc(Cl)c1Cl	3%[46.1 µM]	6	-20%	3	6%	6	6%	?	2%	5

# Random excerpt: two entries already listed, in no set order.
structure	TCR activator	TSHR antag	Eya2 inh	KCNH2 3.1 inh	A-T KAP1 phos	TRPV1 agonist	Mito fusion act	ELG1 repair inh	USP2a block	KCNH2 WT inh
Cc1cc(NC(=O)CSc2nc3cc(C)c(C)cc3cc2C)no1	-3%	0	-4%	-14	5%	3	-2%	3%	-2%	7
CCOC(=O)c1c2ccccc2[n+]([O-])n1CCO	-5%	15	-2%	18	15%	3	-7%	1%	1%	6
